# Screening data (PubChem)
# Pf growth 48h – inhibits P. falciparum growth in the first generation, 48 h; hit rate 5.9% among 310,000; P. falciparum luciferase growth in erythrocytes, 48 h; Potency, µM (top dose mostly 28.7 µM), inactives show top-dose activity change, negative = inhibition, actives largely listed as inhibitors
#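 Luciferase-expressing parasites in RBCs, 2% Hct / 0.1% parasitemia final; RPMI 1640 + 0.5% Albumax; 37 C, 5% CO2, one generation; luminescence read-out, lower signal = inhibition.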
# Sm TGR inh – S. mansoni TGR enzyme inhibition | purified TGR, DTNB reduction, TNB absorbance 405 nm | hit rate 3% among 360,000 | Potency, µM (top dose mostly 114 µM), inactives show at the top dose activity change, negative = inhibition, actives largely listed as inhibitors | Q962Y6; further: nearly all actives have a fitted effect of over 60% in size
#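 TGR 20 nM + NADPH 100 uM (dispensed conc.), cpd preinc 15 min RT; start with NADPH (500 uM addition) then DTNB (15 mM addition). Kinetic TNB absorbance, 405 nm filter. Four-parameter Hill fit across titration.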
# TbPYK inhibitor – T. brucei pyruvate kinase inhibition | Q57TT1 | TbPYK enzyme, Kinase-Glo Plus ATP luminescence, 45 min | Potency, µM (titrated, usually from 76.8 µM), for inactives: at the top dose activity, negative = inhibition, hits mostly inhibitors | hit rate 0.12% among 410,000 | AID 624173; further: nearly all actives have a fitted effect of over 50% in size
#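 ADP (130 uM final) triggers the TbPYK reaction after compound addition; incubation is 45 min at room temperature. Kinase-Glo Plus is then added and luminescence imaged. Normalized data are fitted to concentration-effect curves.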
# HCV inh – HCV inhibition; hit rate 3.4% among 340,000; Potency, µM (top dose mostly 41.8 µM), for the others: top-dose activity change, negative = inhibition, most hits filed as inhibitors; Huh7.5.1 HCVcc-Cre infection, luciferase reporter, 44 h
#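 1,000 cells/well; 4 h culture; + compound; + HCVcc-Cre (~0.5 moi); 44 h; luciferase substrate, RT 15 min; read 15 sec.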
# LmPK inh – LmPK (Leishmania mexicana) enzyme inhibition | Q27686 | purified LmPK, Kinase-Glo ATP luminescence, 1 h | Potency, µM (series often up to 57.5 µM), for the others: top-dose activity change, negative = inhibition, actives largely listed as inhibitors | hit rate 0.37% among 290,000
# Target sequence (Q27686 whole entry, looked up): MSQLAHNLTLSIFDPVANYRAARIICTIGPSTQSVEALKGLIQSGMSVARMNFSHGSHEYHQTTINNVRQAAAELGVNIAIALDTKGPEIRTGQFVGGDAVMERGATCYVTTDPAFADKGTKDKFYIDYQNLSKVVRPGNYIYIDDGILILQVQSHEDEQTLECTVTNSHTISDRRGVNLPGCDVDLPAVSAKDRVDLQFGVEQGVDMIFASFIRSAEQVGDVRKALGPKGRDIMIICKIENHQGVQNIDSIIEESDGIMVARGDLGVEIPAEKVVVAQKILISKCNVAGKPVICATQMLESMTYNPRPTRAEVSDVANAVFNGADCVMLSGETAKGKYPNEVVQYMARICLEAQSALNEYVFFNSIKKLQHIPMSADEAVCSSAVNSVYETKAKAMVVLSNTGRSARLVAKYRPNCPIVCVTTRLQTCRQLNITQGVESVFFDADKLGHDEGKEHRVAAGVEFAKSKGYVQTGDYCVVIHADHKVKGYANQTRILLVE
#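 Purified LmPK (0.1 nM) converted ADP (0.1 mM) to ATP with PEP (0.5 mM) in imidazole buffer pH 7.2 with KCl and MgCl2, 1 h at room temperature. ATP was read by Kinase-Glo luminescence; data normalized to uninhibited and no-enzyme controls.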
# Pf growth 96h – P. falciparum growth inhibition at 96 hours; P. falciparum luciferase reporter growth, 96 h; Potency, µM (top dose mostly 28.7 µM), for the others: at the highest dose activity change, negative = inhibition, usual class: inhibitors; hit rate 6.9% among 320,000
#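 P. falciparum expressing integrated firefly luciferase grown in erythrocytes (2% hematocrit, 0.05% parasitemia final) with compounds for 96 hours at 37 C, 5% CO2. Growth inhibition read as loss of luminescence after adding luciferase detection reagent.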
# Starred values were filed as active, the others as inactive; ? = inconclusive; · = not tested or not shown; & = joins results of further samples; ! = not active in a repeat; [ ] = another dose, or the depositor's remark. The call rests on the fitted dose curve; in most records, active means well fitted curve in the direction sought with a large enough effect; inconclusive means small, poorly fitted or top-dose-only effect, or another doubt; inactive means no such curve, though single readings can be large; an effect the other way counts as inactive or inconclusive. On the % scale 0 is the no-effect control and ±100 the full control effect; potency means the concentration at half of the fitted maximal effect.
SMILES,Pf growth 48h,Sm TGR inh,TbPYK inhibitor,HCV inh,LmPK inh,Pf growth 96h
O=C(CCCCCn1nnc2ccccc2c1=O)N[C@H](C(=O)O)c1ccccc1,22%,1%,0%,4%,8%,34%[activator]
COc1cc(/C=C/C(=O)OCC(=O)Nc2ccc(C)cc2[N+](=O)[O-])ccc1O,18%,2%,-1%,-5%,-2%,16%
COc1ccc(SC[C@H](CC(C)C)N2CCN(C)CCC2=O)cc1,57%[activator],-15%,0%,-1%[8.37 µM],-2%,66%[activator]
CCCN(C(=O)C(C)Oc1cccc(Cl)c1)c1c(N)n(Cc2ccccc2)c(=O)[nH]c1=O (stereo not given),?,2%,-1%,7%,4%,?
Cc1cc2c(cc1C)N(Cc1ccccc1)C1=NCCCN12,12µM*,9%,3%,-20%,8%,7.4µM*
O=[N+]([O-])c1cccc(NC2=NCCC2)c1,4%,5%,4%,11%,0%,?
COc1ccc(NS(=O)(=O)c2cc(OCC(N)=O)c(C)cc2Cl)cc1,10µM*,-3%,-3%,-10%,6%,2.1µM*
CCc1nc2ccccc2n(CCOCCn2c(=O)c(CC)nc3ccccc32)c1=O,28%,-3%,-1%,12%,-2%,-20%
CC(=O)c1ccccc1NC(=O)C1C2CCC(O2)C1C(=O)O (stereo not given),0%,5%,·,1%,-7%,·
Cc1ccc(OC(=O)c2cccc(C(=O)Oc3ccc(C)cc3)n2)cc1,9%,4%,-4%,11%,1%,113%[activator]
CN(C)c1ccc(S(=O)(=O)N2CCCCC2)cc1NC(=O)CCNC(=O)c1ccc(Cl)cc1,-11%,0%,-4%,-8%,·,?
Cc1cccn2c(=O)c3cc(C(=O)NCc4ccco4)c(=N)n(C4CCCC4)c3nc12,-4%,-17%,3%,6.3µM*,0%,2%
CN(C(=O)COC(=O)c1ccc(C#N)cc1)c1ccccc1,-10%,14%,3%,24%,-5%,35%[activator]
CCN1C(=O)C2(C(C#N)=C(N)Oc3cc(C)oc(=O)c32)c2ccccc21 (stereo not given),8%,8%,3%,18%,0%,32%[activator]
CC(/C=N/n1c(-c2ccc(C)cc2)n[nH]c1=S)=C\c1ccco1,18%,-25%,-11%,-11%,-6%,7%
Cc1cc(NC(=O)CCSc2nc(-c3ccco3)cc(C(F)(F)F)n2)n(-c2ccccc2)n1,12µM*,-15%,1%,?,2%,-16%
CC(C)(NO)/C(=N\O)c1ccccc1,0%,-9%,2%,-5%,3%,9%
O=C(c1cnn2c(C(F)F)cc(-c3ccccc3)nc12)N1CCOCC1,12%,6%,·,-8%,-4%,92%[activator]
COc1cc(NC(=O)c2ccc(C)c([N+](=O)[O-])c2)ccc1NC(=O)c1ccco1,9%,2%,·,·,12%,-10%
COc1ccc(OC)c(C2Nc3nc4ccccc4n3C(C)=C2C(=O)Nc2ccc(C)cc2C)c1 (stereo not given),7.4µM*,1%,-3%,-20%,8%,·
O=C1CC(N2CCN(c3ccc(Cl)cc3)CC2)C(=O)N1c1ccc(F)cc1 (stereo not given),7%,?,3%,9%,-1%,?
O=C(COc1nncc2ccccc12)NCC(F)(F)F,-8%,4%,6%,-27%,2%,21%
CCN(C(=O)Cn1c(=O)oc2cc(S(=O)(=O)N3CCOCC3)ccc21)c1ccccc1,?,4%,-1%,16%,1%,4.1µM*
Cc1nc(CS(=O)c2ccc(Cl)cc2)cc(NCc2ccc(Cl)cc2Cl)n1 (stereo not given),·,-1%,5%,?,5%,?
Cc1ccc(Nc2c(N)c(=O)oc3ccccc23)cc1,?,1%,1%,?,1%,-23%
O=c1oc2c(CN3CCOCC3)c(O)ccc2c2c1CCC2,-4%,?,7%,1%,0%,?
O=C(NCc1ccc(F)cc1)c1ccc(S(=O)(=O)N2CCCCC2)cc1,?,-6%,2%,3%,·,-6%
NC(=O)CN1C(=O)C(=O)N(Cc2ccc(F)cc2)C1=O,-5%,3%,-5%,8%,0%,5%
O=C(O)c1cc(Cl)c(Cl)cc1C(=O)Nc1cccc2ncccc12,25%,3%,-10%,11%,0%,41%[activator]
CCc1ccc(C(=O)NC(=S)NCc2cccnc2)cc1,1%,?,-4%,-13%,-7%,6%
CCOC(=O)c1sc(NC(=O)CCc2ccccc2)nc1C,38%[activator],-30%,-2%,?,-4%,2%
CCOCCOC(=O)c1[nH]c2c(c1C)C(=O)CC(c1ccc(OC)c(OC)c1)C2 (stereo not given),?,14%,-2%,?,2%,1.5µM*
COc1ccc(-c2cnc3c(c2)CCC3(C#N)C#N)cc1,12%,1%,1%,0%,2%,0%
FC(F)(F)c1nc(Oc2ccccc2)c2ccccc2n1,-21%,-9%,3%,2%,2%,-12%
COC(=O)c1ccc(-c2csc(NC(=O)c3c(C)noc3C)n2)cc1,38%[activator],8%,-5%,?,·,39%[activator]
CC(=O)N[C@@H](CS)C(=O)O,6%&-1%,1%,-17%&3%,10µM*!,-4%,-5%&-1%
C=CCn1c(SC)nnc1-c1cccc([N+](=O)[O-])c1,8%,-1%,8%,1%,-1%,46%[activator]
CCN(c1ccccc1)S(=O)(=O)c1ccc(OC)c(NC(=O)Cc2ccccc2OC)c1,12µM*,-4%,-5%,10µM*,·,13µM*
C=CCNC(=O)c1cc2c(=O)c3ccccc3oc2nc1C,34%[activator],·,2%,6%,0%,48%[activator]
O=C(Nc1ccc(Br)cc1)c1cccc(NC(=O)C2C3CC4OC(=O)C2C4C3)c1 (stereo not given),·,-19%,2%,?,3%,?
CCOC(=O)C1CCN(CCC(=O)Nc2ccccc2Cl)CC1,-14%,-5%&-6%,3%&0%,-1%,3%,?
CCN(c1ccc(C)cc1C)S(=O)(=O)c1nnc(NC(=O)C(C)C)s1,13µM*,6%,7%,-8%,1%,-6%
COC(=O)c1ccc(COC(=O)c2cccn2C)o1,65%[activator],5%,0%,8%,1%,39%[activator]
CCc1ccc(C2c3[nH]c4ccccc4c3CCN2C(=O)c2cc[n+]([O-])cc2)cc1 (stereo not given),?,2%,1%,-22%,6%,-1%
CCOc1ccc2nc(SCC(=O)NNC(=O)c3ccco3)c(C)cc2c1,4%,?,0%,?,0%,4%
CC(C)CC(=O)NC(=S)NNC(=O)c1cccc([N+](=O)[O-])c1,15µM*,8%,-9%,-8%,4%,?
CC(=O)NC(NC(=S)Nc1c(C)n(C)n(-c2ccccc2)c1=O)C(Cl)(Cl)Cl (stereo not given),23%,-9%,1%,18%,1%,61%[activator]
O=C1NC(=O)C(=Cc2coc3ccc(O)cc3c2=O)C(=O)N1,-6%,?,?,12%,-6%,30%[activator]
CCCSc1nnc(CNC(=O)C23CC4CC(CC(C4)C2)C3)n1Cc1ccccc1,13µM*,-10%,-22%,-9%,8%,?
CCOc1cccc(CN2CCCC(C(=O)Nc3cccc(-n4cccn4)c3)C2)c1 (stereo not given),?,-3%,-7%,?,-5%,?
Cc1ccc(S(=O)(=O)N2CCCCC2)cc1C(=O)Nc1cccnc1,11%,-5%,-4%,2%,2%,10%
CC(=O)Nc1ccc(OC(=O)Oc2ccc(NC(C)=O)cc2)cc1,14%,-5%,4%,11%,4%,?
C=CCNC(=S)N1CCC(C(=O)c2ccc(F)cc2)CC1,-28%,8%,-5%,-8%,-3%,-2%
NS(=O)(=O)c1ccc(CNC(=O)/C=C/c2ccc(Cl)c(Cl)c2)cc1,5%,-3%,-4%,1%,0%,56%[activator]
CC(C)=C1C2CCC1C(C(=O)Nc1cc(C)cc(C)c1)C2C(=O)O (stereo not given),-10%,·,-6%,6%,2%,8%
Cc1cccc(N2C(=O)CC(N3CCN(c4ccc(Cl)cc4)CC3)C2=O)c1 (stereo not given),5%,-20%,2%,9%,3%,?
CC(Sc1nnc2c(n1)[nH]c1ccccc12)C(=O)N(C)C1CCCCC1 (stereo not given),?,1%,0%,6.3µM*,-1%,?
CN(Cc1cccc(Cl)c1)C(=O)C1CSC2(C)CCC(=O)N12 (stereo not given),8%,-23%,2%,-3%,0%,32%[activator]
CCN1c2ccccc2-c2nc3ccccc3n2C1c1ccccn1 (stereo not given),?,0%,-16%,?,2%,?
Cc1ccc(N2CC(C(=O)Nc3ccccn3)CC2=O)cc1 (stereo not given),-9%,5%,12%,23%,3%,22%

# A section from further up, for reference:
SMILES,Pf growth 48h,Sm TGR inh,TbPYK inhibitor,HCV inh,LmPK inh,Pf growth 96h
CCOc1cccc(CN2CCCC(C(=O)Nc3cccc(-n4cccn4)c3)C2)c1 (stereo not given),?,-3%,-7%,?,-5%,?
Cc1ccc(S(=O)(=O)N2CCCCC2)cc1C(=O)Nc1cccnc1,11%,-5%,-4%,2%,2%,10%
CC(=O)Nc1ccc(OC(=O)Oc2ccc(NC(C)=O)cc2)cc1,14%,-5%,4%,11%,4%,?
C=CCNC(=S)N1CCC(C(=O)c2ccc(F)cc2)CC1,-28%,8%,-5%,-8%,-3%,-2%
NS(=O)(=O)c1ccc(CNC(=O)/C=C/c2ccc(Cl)c(Cl)c2)cc1,5%,-3%,-4%,1%,0%,56%[activator]
CC(C)=C1C2CCC1C(C(=O)Nc1cc(C)cc(C)c1)C2C(=O)O (stereo not given),-10%,·,-6%,6%,2%,8%
Cc1cccc(N2C(=O)CC(N3CCN(c4ccc(Cl)cc4)CC3)C2=O)c1 (stereo not given),5%,-20%,2%,9%,3%,?
CC(Sc1nnc2c(n1)[nH]c1ccccc12)C(=O)N(C)C1CCCCC1 (stereo not given),?,1%,0%,6.3µM*,-1%,?
CN(Cc1cccc(Cl)c1)C(=O)C1CSC2(C)CCC(=O)N12 (stereo not given),8%,-23%,2%,-3%,0%,32%[activator]
CCN1c2ccccc2-c2nc3ccccc3n2C1c1ccccn1 (stereo not given),?,0%,-16%,?,2%,?
Cc1ccc(N2CC(C(=O)Nc3ccccn3)CC2=O)cc1 (stereo not given),-9%,5%,12%,23%,3%,22%

# Remaining list, next part.
SMILES,Pf growth 48h,Sm TGR inh,TbPYK inhibitor,HCV inh,LmPK inh,Pf growth 96h
Cc1c(Cl)cccc1N1CC(C(=O)Nc2nccs2)CC1=O (stereo not given),19%,-21%,0%,-7%,2%,36%[activator]
O=C(COc1cccc(NC(=O)c2ccccc2)c1)c1ccccc1,28%,9%,3%,-5%,-2%,0%
CCc1ccc(NC(=O)C2(C)Cc3ccccc3C(=O)O2)cc1 (stereo not given),48%[activator],2%,2%,-7%,6%,?
O=C(c1ccccc1)C1CCN(C(=O)Nc2ccccc2)CC1,?,-9%,2%,?,0%,8%
Cc1ccc(-c2nc(NC(=O)CSc3ccc4ccccc4n3)ns2)cc1,39%[activator],-2%&-7%,-1%&4%,-8%[8.37 µM],1%,?
COCCNC(=O)c1c(N)n(-c2cccc(C)c2)c2nc3ccccc3nc12,?,-13%,-2%,11µM*,0%,?
O=C(NCCCSc1ccccc1)c1cccnc1,25%,-10%,-3%,3%,-12%,-30%
Cc1ccc(C(=O)N/C(=C\c2cccs2)C(=O)N2CCCCCC2)cc1,-21%,-26%,-4%,-9%,3%,107%[activator]
CC1(c2ccc(OC(F)F)cc2)NC(=O)N(CC(=O)Nc2cccc(S(N)(=O)=O)c2)C1=O (stereo not given),1%,14%,4%,-2%,1%,9%
Cc1ccccc1NS(=O)(=O)c1ccc(C(=O)N2CCC2)cc1,6%,-13%,-5%,-59%,·,21%
O=C(O)c1cc(N2N=C(C(F)(F)F)/C(=C/C=C/c3ccco3)C2=O)ccc1Cl,42%[activator],10µM*,?,-14%,-25%,?
COc1ccc(C(=O)NC2CCN(Cc3c(F)cccc3Cl)CC2)cc1OC,-17%,-1%,1%,?,5%,-26%
Cn1c(=O)c2cn(-c3ccccc3)cc2n(C)c1=O,24%,-4%,-6%,1%,5%,-3%
